Bioassay records as filed in PubChem.
TCR activator = activates T cell receptor signaling; primary human leukocytes, anti-CD3, IL-2 HTRF, 48 h; Potency, µM (titrated, usually from 9.22 µM), for inactives: at the highest dose activation of IL-2 secretion, most hits filed as activators; 330,000 tested, under 10 active; AID 504894; also: % of control where 0% means no effect
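HTRF read-out of IL-2 secretion: europium cryptate donor excited at 320nm, d2 acceptor emission at 665nm. Cells were primary human leukocytes incubated 48 hr with compounds and a-CD3 beads, supplying TCR signal only.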
A-T KAP1 phos = candidate therapy for ataxia-telangiectasia | AID 485349 | actives 0.19% (n = 320,000) | […] A-T fibroblasts, KAP-1 phosphorylation AlphaLISA; neocarzinostatin DNA damage 30 min before lysis | Potency, µM (titrated, usually from 57.5 µM), for inactives: top-dose activation, most hits filed as activators; also: potency is read from the fitted curve at half-maximal effect; % of control where 0% means no effect; nearly all actives have a fitted effect of over 45% in size
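ATM-like activity read as KAP-1 phosphorylation via AlphaLISA donor/acceptor antibody pairs after lysis and 6 hr at 25C. Cells were ATM-null patient fibroblasts ([…], hTERT), dosed 60 min, then exposed to the DSB inducer NCS for 30 min.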
p53 reactivation = re-activators of mutant p53. actives 0.063% (n = 320,000). Potency, µM (top dose mostly 92.2 µM), without a hit: top-dose activity change, positive = activation, actives largely listed as activators. H1299 p53-A138V BP100-luciferase reporter, luminescence, 24 h; also: potency is read from the fitted curve at half-maximal effect; % of control where 0% means no effect; nearly all actives have a fitted effect of over 45% in size
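p53-null H1299 cells stably carrying temperature-sensitive p53-A138V and a BP100-luciferase reporter were pinned with compounds (4-point, 1:5 series) and held 24 hrs at 37 deg C. Luminescence was read 10 min after detection reagent.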
TRPV1 agonist = agonists of human vanilloid receptor 1 (TRPV1). activation, % at 8.33 µM. actives 0.19% (n = 320,000). TRPV1-expressing cells, Fluo-8 calcium influx, agonist mode. Q8NER1; in the data active = activation above about 80%; inconclusive = between about 30% and that limit; also: 0% is about no effect
Target sequence (Q8NER1 whole entry, looked up): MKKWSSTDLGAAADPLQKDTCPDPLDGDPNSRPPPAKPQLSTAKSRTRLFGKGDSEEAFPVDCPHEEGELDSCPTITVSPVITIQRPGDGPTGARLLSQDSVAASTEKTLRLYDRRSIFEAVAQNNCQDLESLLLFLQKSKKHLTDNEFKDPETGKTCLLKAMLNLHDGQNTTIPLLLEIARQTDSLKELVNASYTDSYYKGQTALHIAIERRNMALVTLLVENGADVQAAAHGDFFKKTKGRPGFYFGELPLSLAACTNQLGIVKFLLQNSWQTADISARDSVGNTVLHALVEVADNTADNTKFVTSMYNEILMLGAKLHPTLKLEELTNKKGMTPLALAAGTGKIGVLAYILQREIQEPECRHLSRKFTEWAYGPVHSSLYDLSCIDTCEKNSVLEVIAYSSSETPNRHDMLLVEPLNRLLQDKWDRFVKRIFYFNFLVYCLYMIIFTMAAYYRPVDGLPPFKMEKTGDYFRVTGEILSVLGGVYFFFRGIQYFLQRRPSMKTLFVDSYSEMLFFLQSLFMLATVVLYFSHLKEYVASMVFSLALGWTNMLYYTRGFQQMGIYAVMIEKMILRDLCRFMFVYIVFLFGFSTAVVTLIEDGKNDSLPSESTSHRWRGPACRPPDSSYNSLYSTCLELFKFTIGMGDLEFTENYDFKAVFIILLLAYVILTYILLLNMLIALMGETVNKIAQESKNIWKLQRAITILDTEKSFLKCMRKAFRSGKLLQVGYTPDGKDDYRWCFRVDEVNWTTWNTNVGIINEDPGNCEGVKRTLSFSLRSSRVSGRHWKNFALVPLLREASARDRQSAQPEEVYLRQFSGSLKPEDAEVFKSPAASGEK
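Fluo-8 calcium influx in TRPV1-expressing cells, kinetic read (ex 480/em 520 nm). Compound added and read 3 min for agonist activity, followed by capsaicin at EC20 final and 2 min further read for enhancement.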
BRCA1 expr act = activators of BRCA1 expression; AID 624202; MCF7-BRCA1-FFLuc reporter, luminescence, 48 h; response scale: scaled: vehicle 0%, 10 µM genistein 100%; Potency, µM (doses to about 46.1 µM), inactives show at the highest dose activation, usual class: activators; actives 1.1% (n = 380,000); also: potency is read from the fitted curve at half-maximal effect; nearly all actives have a fitted effect of over 80% in size; some results filed as inactive show a strong effect at the top dose
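Luminescence from a BRCA1-driven firefly luciferase in MCF7 cells was read after 48 h compound exposure at 37 C. Data normalized against DMSO and a 10microM genistein activation control, then curve-fitted across the titration.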
MLL CXXC-DNA inh = MLL CXXC-DNA interaction inhibition; Q03164; MLL-CXXC / FITC-HOXA9 DNA fluorescence polarization; Potency, µM (series often up to 115 µM), for the others: top-dose activity change, negative = inhibition, actives largely listed as inhibitors; actives 0.037% (n = 290,000); AID 2662; active = well fitted inhibition curve with a large enough effect in the polarisation, with a control signal flat, not every such curve was filed as active; inconclusive = small, poorly fitted or top-dose-only effect, or effect the other way, or a change in a side signal; inactive = no such curve, though single readings can be large or run the other way; the % refers to the polarisation; also: potency is read from the fitted curve at half-maximal effect
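Fluorescence polarization: 7 uM MLL-CXXC (stock) preincubated 5 min with compounds, then 50 nM fluorescein-HOX-A9 DNA (stock) added; 30 min ambient. Buffer 50 mM Tris-HCl pH 7.5, 50 mM NaCl, 1 mM DTT, 0.05% BSA.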
ELG1 DNA repair = ELG1-dependent DNA repair inhibition; Potency, µM (titrated, usually from 46.1 µM), for inactives: at the highest dose activity change, negative = inhibition, usual class: inhibitors; AID 504467; HEK293T ELG1-luciferase reporter, luminescence, 16 h; DNA damage induced by 5-fluorouridine; actives 2.3% (n = 330,000); also: potency is read from the fitted curve at half-maximal effect; % is scaled to controls: 0 for no effect and ±100 for the full control effect; nearly all actives have a fitted effect of over 55% in size
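Cells (2,000 per well) received 5-fluorouridine plus test compound or DMSO and were incubated 16 hr at 37 °C, 5% CO2. Luciferase activity was read by luminescence 30 min after ONE-Glo addition; signal suppression marked inhibition of damage-induced ELG1 function.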
B2AR arrestin = recruits beta-arrestin to the human beta2-adrenergic receptor. P07550. beta-arrestin recruitment to beta2AR, cell-based reporter. Potency, µM (titrated, usually from 46.1 µM), for the others: top-dose activation, usual class: activators. actives 0.02% (n = 330,000). AID 492947;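 also: potency is read from the fitted curve at half-maximal effect; 0% = DMSO controls and full agonism = EC100 isoproterenol or metaproterenol; nearly all actives have a fitted effect of over 65% in size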
PTAP TSG101 blk = blocks PTAP/TSG101 interaction to inhibit HIV-1 budding. Fluorescence polarization, FITC-PTAP peptide / Tsg101 binding. Potency, µM (series often up to 115 µM), for the others: at the highest dose activity change, negative = inhibition, usual class: inhibitors. 340,000 tested, under 10 active. AID 493005; active = well fitted inhibition curve with a large enough effect in the main read-out, with a control signal flat, not every such curve was filed as active; inconclusive = small, poorly fitted or top-dose-only effect, or effect the other way, or a change in a side signal; inactive = no such curve, though single readings can be large or run the other way; also: potency is read from the fitted curve at half-maximal effect; % of control where 0% means no effect
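Fluorescence polarization binding of Tsg101 binding domain (10 uM final) to FITC-labeled PTAP peptide (50 nM final) in HEPES pH 7.5 buffer with NaCl, Tween 20, EDTA, TCEP. Compounds added before peptide; binding 20 min at RT.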
Integrin act MD = activators of alpha7 integrin expression for muscular dystrophy | Potency, µM (titrated, usually from 38.3 µM), without a hit: top-dose activation, most hits filed as activators | actives 0.064% (n = 350,000) | alpha7betagal myoblasts, beta-gal FDG fluorescence, 48 h;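 also: potency is read from the fitted curve at half-maximal effect; 100% = response of the positive control SU9516; nearly all actives have a fitted effect of over 60% in size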
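alpha7betagal+/- myoblasts (passage 13, 250/well) treated 48 h at 37C with compounds at 1:260 dilution of DMSO stock. Lysed, then beta-galactosidase activity read as FDG fluorescence (ex 480/em 540) after 30 min, with pre-read for autofluorescence.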
An asterisk follows results filed as active; u = inconclusive; x = no result given; & = joins results of further samples; [ ] = remark or other dose. Unless noted, calls follow the shape of the dose curve; as a rule, active = well fitted curve in the direction sought with a large enough effect; inconclusive = small, poorly fitted or top-dose-only effect, or another doubt; inactive = no such curve, though single readings can be large; an effect the other way counts as inactive or inconclusive.

SMILES	TCR activator	A-T KAP1 phos	p53 reactivation	TRPV1 agonist	BRCA1 expr act	MLL CXXC-DNA inh	ELG1 DNA repair	B2AR arrestin	PTAP TSG101 blk	Integrin act MD
Cc1c(C(=O)N(Cc2ccccc2)C2CCS(=O)(=O)C2)oc2ccccc12 (configuration not stated)	9%	6%	6%	6	-17%	x	u	-0.3%	-2%	-11%
CCCNc1c(NC(=O)c2ccc3c(c2)OCO3)c(=O)oc2ccccc12	14%	13%	3%	2	-1%	0%	23%	0.0%	2%	0%
O=C(Nc1nc(-c2ccc(Cl)s2)cs1)c1cccs1	-1%	5%	23%	u	50%	21%	-3%	0.5%	-2%	-12%
COCCNC(=O)Cn1nc(-c2ccccc2OC)ccc1=O	-1%	5%	-3%	-1	16%	-4%	10%	0.3%	-2%	-8%
COc1ccc(-c2nc(CS(=O)(=O)CC(=O)NCc3cccc(F)c3)c(C)o2)cc1	0%	13%	9%	9	-13%	x	-10%	-0.2%	-3%	11%
COCCNC(=S)N1CCc2cc(OC)c(OC)cc2C1COc1cc(C)cc(C)c1 (configuration not stated)	-13%[46.1 µM]	5%	-1%	0	-75%	-1%	u	-0.7%	-3%	0%
O=C1C(Cl)=C(N2CCOCC2)C(=O)N1c1ccccc1Cl	-3%	-5%	12%	4	2%	-12%	4%	0.3%	-6%	-8%
CN1C(=O)Cc2cc(S(=O)(=O)Nc3ccc(Cl)cc3)ccc21	-20%	-4%	0%	26	-6%	0%	18%	-0.6%	-5%	0%
CC1CN(CCOc2ccc(Cl)cc2Cl)CC(C)O1 (configuration not stated)	-1%[46.1 µM]	17%	-9%	2	-5%	3%	5%	-0.1%	1%	-7%
O=S(=O)(Nc1ncccn1)c1ccccc1	9%	8%	5%	1	5%	-1%	3%	-0.2%	-4%	31%
COCc1cc(C)nc2sc(C(=O)OC(C)C)c(N)c12	-20%	u	15%	5	0%	1%	u	-0.1%	0%	-8%
CCOC(=O)C1C(c2cccc(F)c2)NC(=S)NC1(O)C(F)(F)F (configuration not stated)	-7%[46.1 µM]	5%	0%	2	-8%	11%	1%	-0.8%	-3%	7%
O=C(O)c1ccc(S(=O)(=O)c2ccc3c(c2)C(=O)N(Cc2ccco2)C3=O)cc1	x	-5%	1%	0	2%	-8%	18%	-0.5%	-3%	5%
Cc1cc(C)c2sc(NNC(=O)c3ccc(S(=O)(=O)N4CCc5ccccc5C4)cc3)nc2c1	2%	-7%	u	-3	-91%	-5%	1%	0.3%	-8%	-44%[inhibitor]
CCCN(c1nc(C)cc(OC)n1)S(=O)(=O)c1ccccc1	-5%	8%	17%	6	-18%	-6%	7%	0.3%	3%	-25%
Cc1cc(C)nc(N(C#N)CN2C(=O)c3ccccc3S2(=O)=O)n1	-14%	-1%	1%	0	-3%	-10%	0%	0.2%	-2%	-5%
COc1ccc(C(=O)Nc2nnc(SCC(=O)NC3CC3)s2)cc1	4%	3%	u	1	-31%	-1%	u	0.1%	-2%	11%
O=C(CN1CCOCC1)Nc1ccc(OCc2ccccc2)cc1	0%	3%	3%	0	48%	-3%	17%	4.8%	-4%	-38%
COc1cccc(OC)c1NC(=O)C1CCCN1C(=O)NCc1ccccc1 (configuration not stated)	x	-3%	-3%	0	-7%	-2%	-1%	-0.2%	-9%	-9%
COCC(=O)Nc1cc(C(=O)Nc2cccc(C)c2C)ccc1Cl	5%	2%	19%	2	66%	-4%	u	-0.1%	2%	18%
COc1ccc(N2C(=O)CCC2(C#N)c2ccc(Br)cc2)cc1 (configuration not stated)	1%	0%	-2%	2	-1%	0%	1%	0.3%	-8%	15%
O=C(NCc1ccccn1)c1ccc(Cl)c(NC2=NC3CS(=O)(=O)CC3S2)c1 (configuration not stated)	4%	7%	4%	2	4%	-2%	10%	0.5%	-2%	-4%
CC(=O)n1cc(/C=N/NC(=O)c2ccccc2O)c2ccccc21	-4%	28%	20%	-1	u	-7%	29%	-0.6%	-2%	-11%
Cc1ccc(-c2ccc(S(=O)(=O)N3CCCC3)cc2)cc1	-1%	-2%	1%	-3	-7%	-28%	0%	-0.2%	0%	u
COc1ccccc1-n1c(SCC(=O)N(C)C)nnc1-c1ccco1	4%	x	x	x	2%	x	x	x	0%	0%

Continued:
SMILES	TCR activator	A-T KAP1 phos	p53 reactivation	TRPV1 agonist	BRCA1 expr act	MLL CXXC-DNA inh	ELG1 DNA repair	B2AR arrestin	PTAP TSG101 blk	Integrin act MD
Cc1ccc(N2C(=O)C3C4C=CC(CC4)C3C2=O)cc1[N+](=O)[O-] (configuration not stated)	0%	-1%	x	7	0%	5%	19%	-0.3%	-7%	4%
O=C(Nc1ccc2c(c1)C(=O)NC2=O)c1ccc(S(=O)(=O)N2CCCC2)cc1	3%	0%	4%	u	0%	16%	24%	-0.3%	-1%	18%
COc1ccc(C(CNC(=O)c2cc(SC)ccc2Cl)N(C)C)cc1 (configuration not stated)	-3%	-5%	0%	4	-6%	-5%	u	-0.2%	-5%	22%
CSc1nc2c(cnn2-c2ccc(C)c(C)c2)c(=O)[nH]1	-5%	4%	-1%	1	-26%	21%	16%	-1.0%	-10%	3%
Cc1ccc(C(=O)NNC(=O)C2CCN(c3nccc(C)n3)CC2)cc1	2%	12%	-1%	1	7%	4%	-2%	-0.4%	-19%	12%
Cn1nnnc1SCC(=O)N1CCOCC1	-4%[46.1 µM]	x	12%	1	-14%	-4%	17%	-0.5%	-6%	-15%
COc1ccc(-c2cc(C(F)(F)F)nc(N3CCOCC3)n2)cc1	0%	6%	-5%	5	-30%	4%	-2%	-0.2%	-8%	-23%
Cc1ccc(C(=O)OC(C)CN2CCOCC2)cc1 (configuration not stated)	-3%	3%	15%	-14	34%	9%	-13%	-0.2%	-1%	7%
COc1ccccc1CNC(=O)c1cnccn1	x	-3%	4%	-1	5%	3%	-2%	0.4%	x	29%
Cc1ccc(-n2c(C)cc(C(=O)CN3CCOCC3)c2C)cc1	-1%	1%	u	2	72%	-1%	u	0.0%	0%	-13%
COc1ccc(C(=O)COC(=O)c2cnc(C)cn2)cc1OC	7%	7%	-2%	2	10%	x	-9%	0.2%	-6%	-14%
Cc1cccc(C)c1NC(=O)CNC(=O)c1cncc(Br)c1	-3%	5%	4%	7	2%	-6%	20%	0.1%	-3%	15%
COC(=O)c1cc2c(ccn2-c2ccc(F)cc2)n1Cc1ccc(OC)cc1	4%[46.1 µM]	-1%	15%	5	22%	-1%	16%	0.1%	1%	-6%
COC(=O)CN(C(=S)Nc1ccccc1)C1CC(=O)N(c2ccc(OC)cc2)C1=O (configuration not stated)	0%	-5%	-6%	5	-4%	7%	-2%	-0.4%	0%	12%
Cc1nc2nc[nH]n2c(=O)c1NC(=O)CC12CC3CC(CC(C3)C1)C2	8%&1%	-6%&13%	3%&-3%	1&2	-12%&26%	-4%&-7%	4%&6%	0.0%&-0.4%	-1%&0%	1%&-7%
O=C(Nc1ccccc1)N(c1ccccc1)C1C=CS(=O)(=O)C1 (configuration not stated)	-1%	-1%	2%	-1	-2%	-12%	8%	0.4%	0%	7%
CSc1n[nH]c(=O)n1C1CCCCC1	5%	-3%	5%	0	23%	1%	-7%	0.5%	-7%	1%
COc1ccc(S(=O)(=O)N2CN3CCN(C3)C2)cc1OC	-2%	-4%	-1%	-4	-1%	-5%	9%	-0.8%	-8%	-8%
COc1ccc(C)cc1NC(=O)C(C)N(c1ccc(C)cc1)S(C)(=O)=O (configuration not stated)	-6%	1%	-2%	2	-16%	-3%	-1%	0.2%	5%	-10%
Cc1ccc(C(=O)Nc2cccc([N+](=O)[O-])c2)cc1S(=O)(=O)Nc1cccc(C(=O)O)c1	5%	0%	12%	-2	-4%	-20%	-2%	0.1%	-4%	11%
CCOc1cc(N2CCOCC2)c(OCC)cc1NC(=O)CSc1nnc(N)s1	8%	-6%	-2%	x	-18%	x	0%	0.2%	-2%	8%
O=C(Nc1nc(-c2ccncc2)cs1)c1ccco1	10%	4%	17%	0	44%	1%	u	-0.8%	-3%	7%
COc1cccc(NC(=O)Cn2c(CCC(=O)O)ccc2-c2ccc(C)cc2)c1	3%	1%	-5%	-6	-2%	11%	8%	-0.1%	-1%	-22%
COc1ccc(CNc2ccc3c(c2)ncn3-c2ccccc2OC)cc1	2%	-2%	0%	10	-28%	-10%	u	-0.8%	-8%	-33%
CCOC(=O)Cc1csc(NC(=O)c2ccc3ncsc3c2)n1	-1%	5%	2%	u	49%	-1%	u	-0.5%	1%	-24%
